Bioassay records (PubChem BioAssay)
D1 antagonist: human D1 dopamine receptor antagonism | P21728 | HEK293 TREx D1 cells, calcium flux, dopamine EC80; hits give low values | activity change, negative = inhibition, % at 10 µM | 3.2% of 360,000 active | AID 504652; in the data active = activity change below about -30%; note: % is set by controls: 0 for no effect and ±100 for the full control effect
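Using tetracycline-induced force-coupled D1 Hek293 cells and a calcium dye, signals were followed for 180 s after compound, then for 180 s after EC80 dopamine, to detect inhibitors.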
Glioma ERSR ind: induces the endoplasmic reticulum stress response in human glioma cells; 0.02% of 420,000 active; U87-MG GRP78 promoter luciferase reporter, 16 h; AID 602332; Potency, µM, without a hit: at the highest dose activation, actives largely listed as activators; note: potency is the fitted concentration of half-maximal effect; series mostly up to about 76 µM; % of control where 0% means no effect; nearly all actives have a fitted effect of over 35% in size
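ERSR induction read as luciferase luminescence (Bright-Glo, 10 min at room temperature) in stably transfected human U87-MG glioma cells exposed to compounds for 16 h, using GRP78 as sensor.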
LDHA block: blocks human lactate dehydrogenase A | 0.15% of 480,000 active | P00338 | purified LDHA, NADH/diaphorase-resazurin fluorescence; hits give low values | activity change, % (values are at about 110 or 230 µM); in the data active = activity change below about -30%; inconclusive = mostly about -25% to -30%;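 note: plate controls were DMSO wells for no effect and wells without enzyme for full effect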
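Enzyme activity of human lactate dehydrogenase 5 (2 nM; 0.06 mM NADH, 0.2 mM pyruvate, 5 min, RT) is measured via a resazurin/diaphorase fluorescence readout of residual NADH.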
Vif-A3G inh: inhibitors of Vif-APOBEC3G interaction. AID 602310. Potency, µM (doses to about 46.1 µM), for the others: at the top dose activity, negative = active, actives largely listed as inhibitors. 0.076% of 410,000 active. HeLa A3G-eYFP + Vif (tagged APOBEC3G with the HIV-1 protein that degrades it), YFP fluorescence, overnight;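 note: potency is the fitted concentration of half-maximal effect; % is set by controls: 0 for no effect and ±100 for the full control effect; nearly all actives have a fitted effect of over 60% in size; hits raise eYFP signal because A3G escapes Vif-driven loss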
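Read-out is eYFP fluorescence (Ex 488/Em 500-530) from Vif-expressing HeLa A3G-eYFP cells; more signal means A3G escaped Vif-mediated degradation. Cells plated overnight, compound pinned in, incubated overnight at 37 deg C.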
Vif-A3F inh: blocks the Vif interaction with APOBEC3F. HeLa A3F-eYFP + Vif (tagged APOBEC3F with the HIV-1 protein that degrades it), YFP fluorescence increase. Potency, µM (series often up to 46.1 µM), without a hit: at the top dose activity, negative = active. 0.2% of 390,000 active; note: potency is the fitted concentration of half-maximal effect; % of control where 0% means no effect; nearly all actives have a fitted effect of over 65% in size
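Fluorescence increase (Ex 488/Em 500-530) after overnight compound treatment at 37 deg C flags inhibition of Vif-driven A3F-eYFP loss in stable HeLa A3F-eYFP/Vif cells seeded overnight beforehand.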
RXFP1 ag: agonists of human relaxin receptor RXFP1; Q9HBX9; HEK293T-RXFP1 cAMP TR-FRET, 30 min; response scale: percent of porcine relaxin response, buffer zero; Potency, µM (top dose mostly 57.5 µM), for the others: at the highest dose activation, most hits filed as activators; 0.3% of 370,000 active; AID 2676; note: potency is the fitted concentration of half-maximal effect; % is set by controls: 0 for no effect and ±100 for the full control effect; nearly all actives have a fitted effect of over 60% in size; many of its hits are not listed in these tables
Target sequence (Q9HBX9 whole entry, looked up): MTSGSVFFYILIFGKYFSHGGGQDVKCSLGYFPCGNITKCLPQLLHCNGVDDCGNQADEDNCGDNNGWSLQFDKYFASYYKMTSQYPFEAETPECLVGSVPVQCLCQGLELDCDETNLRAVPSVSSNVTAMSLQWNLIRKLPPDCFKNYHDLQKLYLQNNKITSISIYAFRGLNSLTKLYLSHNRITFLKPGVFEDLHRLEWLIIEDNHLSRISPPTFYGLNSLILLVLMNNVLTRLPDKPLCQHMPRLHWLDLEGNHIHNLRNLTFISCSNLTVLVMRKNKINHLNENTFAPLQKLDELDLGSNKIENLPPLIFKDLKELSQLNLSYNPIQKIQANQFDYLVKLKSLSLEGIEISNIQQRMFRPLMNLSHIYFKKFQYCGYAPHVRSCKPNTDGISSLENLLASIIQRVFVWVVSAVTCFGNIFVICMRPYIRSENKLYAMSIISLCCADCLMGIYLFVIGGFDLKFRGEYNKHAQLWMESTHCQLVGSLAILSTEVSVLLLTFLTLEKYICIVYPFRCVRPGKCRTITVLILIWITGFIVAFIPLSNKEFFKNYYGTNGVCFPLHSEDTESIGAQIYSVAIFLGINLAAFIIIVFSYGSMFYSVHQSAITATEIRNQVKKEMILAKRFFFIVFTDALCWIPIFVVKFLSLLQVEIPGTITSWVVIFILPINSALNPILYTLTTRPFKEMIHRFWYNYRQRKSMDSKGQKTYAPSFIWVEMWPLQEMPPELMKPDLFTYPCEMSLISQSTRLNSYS
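HEK293T cells stably expressing RXFP1 were pretreated with the PDE4 inhibitor Ro 20174, exposed to compounds for 30 min at 37C, lysed, and cAMP was read by TR-FRET. Data normalized to buffer (basal) and 29 nM porcine relaxin (100%).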
D2 potentiator: positively modulates the human D2 dopamine receptor allosterically. P14416. HEK293 T-REx D2, calcium flux, EC20 dopamine potentiation. potentiation, % at 10 µM. 0.34% of 340,000 active;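 active = potentiation over 3 SD above the plate norm, cut at about 30% in these data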; note: 0% is about no effect
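Using a no-wash calcium dye in inducible, force-coupled HEK293 Trex cells expressing D2, we tracked fluorescence each second for 180 s after compound, then for 180 s after EC20 dopamine to detect augmented signalling.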
D1 potentiator: human D1 dopamine receptor positive modulation; P21728; HEK293 TREx D1 cells, calcium flux, dopamine EC20 potentiation; potentiation, % at 10 µM; 0.036% of 360,000 active; in the data active = potentiation above about 30%; note: 0% is about no effect
D1 agonist: human D1 receptor agonism; HEK293 T-REx D1 cells, calcium flux, agonist mode; activation, % at 2 µM; 1% of 360,000 active; AID 504660; P21728; in the data active = activation above about 30%; note: 0% is about no effect
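Inducible HEK293 T-REx D1 cells, force-coupled to calcium signalling, were plated at 4000 cells/well with tetracycline and held overnight at 30 C. After no-wash calcium dye loading, compound-evoked calcium rise over 180 s flagged agonists.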
The depositor's hits bear a star; ? = inconclusive; · = no result given; & = joins results of further samples. Unless noted, calls come from the whole dose curve; as a rule, active = well fitted curve in the direction sought with a large enough effect; inconclusive = small, poorly fitted or top-dose-only effect, or another doubt; inactive = no such curve, though single readings can be large; an effect the other way counts as inactive or inconclusive.

SMILES	D1 antagonist	Glioma ERSR ind	LDHA block	Vif-A3G inh	Vif-A3F inh	RXFP1 ag	D2 potentiator	D1 potentiator	D1 agonist
O=C(Nn1cnnc1)c1ccc(Cl)cc1	2	6%	-3	2%	1%	-1.4%	3	-2	5
CCCOC(=O)Nc1cccc(C(C)=O)c1	-18	2%	-5	3%	-9%	4.1%	10	-4	3
CCOc1c(Cl)cc(C(=O)Nc2cccc(C(=O)O)c2)cc1Cl	8	-2%	-1	-5%	-7%	3.6%	7	-4	4
CC(C)(C)NC(=O)C1(N2C(=O)c3ccccc3C2=O)CCCC1	·	-2%	-4	1%	-19%	·	·	·	·
COc1ccc2c(c1)CCCC21NC(=O)N(CC(=O)NC(=O)NCc2ccccc2)C1=O (stereo not drawn)	8	0%	-6	-1%	6%	2.6%	0	0	10
O=C(Nc1ccc(C(=O)O)cc1)/C(=C\c1ccc(F)cc1)NC(=O)c1ccco1	-15	4%	-1	-7%	-14%	4.2%	-1	-3	5
CCCCn1c(N)c(N(CC)C(=O)c2cccc(OCc3ccccc3)c2)c(=O)[nH]c1=O	33	0%	-13	0%	-12%	1.7%	-12	·	4
COc1ccc2ccccc2c1/C=N\NC(=O)c1cccnc1	·	0%	0	0%	7%	·	·	·	·
Nc1nc(-c2cccs2)c(NC(=O)c2ccccc2)s1	3	-2%	2	-12%	-6%	-7.0%	·	-4	4
O=C(O)CCCC(=O)OCCCCc1cccs1	4	-2%	-4	3%	4%	-0.1%	-3	-2	0
CCNc1ccc(C2(O)C(=O)c3ccccc3C2=O)cc1	-11	-2%	-3	-6%	5%	-0.6%	14	1	2
Cc1ccc(NC(=O)C2CCN(c3nn4c(=O)cc(C)nc4s3)CC2)cc1	-2	2%	-6	0%	-2%	2.5%	2	-3	-1
CCOc1cccc(-c2nnc3sc(-c4cc(OC)c(OC)c(OC)c4)nn23)c1	-24	-3%	-6	1%	1%	7.7%	8	-4	1
COc1cccc(C2CC(c3cccs3)=NN2C(=O)CSC2=NN3CCCC(=O)N=C3S2)c1OC (stereo not drawn)	6	-4%	-5	-4%	-1%	0.4%	7	-6	1
O=C(OCC1COC(c2ccccc2)(c2ccccc2)O1)c1ccccc1 (stereo not drawn)	·	-5%	1	0%	?	·	·	·	·
CC(=O)N1CCCc2cc(S(=O)(=O)N(C)CC(=O)Nc3ccc(C(C)C)cc3)ccc21	-11	-3%	-3	-6%	7%	2.0%	-4	-4	7
COc1ccccc1CNC(=O)CSc1nc2nc(C)c(Cc3ccccc3Cl)c(C)n2n1	2	-3%	1	-4%	4%	-0.2%	17	1	2
Cc1ccc(-c2c(C(=O)N/N=C/c3c[nH]c4ccccc34)nnn2-c2nonc2N)cc1	-2	-6%	-6	-22%	-10%	0.0%	7	-7	7
CCN1C(=O)[C@H]2[C@H]3CN=C(SCc4ccc(C#N)cc4)N3[C@@](Cc3ccccc3)(C(=O)OC)[C@H]2C1=O	·	-5%	-1	2%	-6%	·	·	·	·
COc1ccc(Nc2oc(COc3ccccc3F)nc2C#N)cc1	-12	-2%	1&2	-3%	-19%	2.1%	-16	-7	4

Part of the list above, showing only D1 agonist, Vif-A3G inh and LDHA block:
SMILES	D1 agonist	Vif-A3G inh	LDHA block
COc1ccc2ccccc2c1/C=N\NC(=O)c1cccnc1	·	0%	0
Nc1nc(-c2cccs2)c(NC(=O)c2ccccc2)s1	4	-12%	2
O=C(O)CCCC(=O)OCCCCc1cccs1	0	3%	-4
CCNc1ccc(C2(O)C(=O)c3ccccc3C2=O)cc1	2	-6%	-3
Cc1ccc(NC(=O)C2CCN(c3nn4c(=O)cc(C)nc4s3)CC2)cc1	-1	0%	-6
CCOc1cccc(-c2nnc3sc(-c4cc(OC)c(OC)c(OC)c4)nn23)c1	1	1%	-6

(listing goes on)
SMILES	D1 antagonist	Glioma ERSR ind	LDHA block	Vif-A3G inh	Vif-A3F inh	RXFP1 ag	D2 potentiator	D1 potentiator	D1 agonist
Cc1cccc(C)c1N1CCN(S(=O)(=O)N2CCOCC2)CC1	-15	-1%	14	4%	-8%	-0.3%	-2	-1	7
COc1ccc(CCN=C(N)NS(=O)(=O)c2ccc(C)c(C)c2)cc1OC	-6	-4%	-4	2%	2%	0.2%	·	-4	-1
CC1(C2CC(C(F)(F)F)n3nc(C(=O)O)cc3N2)CC1 (stereo not drawn)	13	-3%	-2	-1%	5%	2.9%	6	1	0
c1ccc(CCc2ccncc2)cc1	-21	-1%	-2	1%	-20%	0.0%	0	-7	3
CC(C)(C)OC(=O)C[C@@H]1C/C=C\C[C@@H](CC(=O)N(CCO)Cc2ccccc2)C(=O)N[C@H](C(C)(C)C)COC1=O	·	-5%	3	-1%	2%	·	·	·	·
C=CCNC(=O)c1onc(CSc2ccccc2)c1C(=O)O	8	1%	-5	-12%	-7%	5.8%	-5	2	-1
COc1ccc(C2(CNS(=O)(=O)c3ccccc3)CCOCC2)cc1	7	0%	-5	4%	1%	0.8%	7	-5	-1
COc1ccccc1CNC(=O)CSc1nc2nc(C)cc(C)n2n1	5	-1%	1	1%	-12%	2.7%	-5	-5	-1
Cc1cccc(NC(=O)N2CCC(CN3CCc4ccccc4C3)CC2)c1C	3	-2%	5	-1%	0%	2.6%	-19	1	7
COc1ccc(-n2nnnc2SCC(=O)c2ccc(OC)c(OC)c2)cc1	16	-4%	4	0%	-6%	1.2%	4	-6	5
C/C(=N\NC(=O)c1ccco1)c1ccc(-c2ccccc2)cc1	-1	0%	-6	4%	0%	1.2%	-7	-4	2
Cc1cc(C)cc(C(=O)Nc2ccc(NC(=O)Cc3ccccc3)cc2)c1	·	-5%	-7	1%	-7%	-0.7%	1	-2	-2
CSc1ncc(OCc2ccccc2)c(=O)[nH]1	7	-1%	-2	3%	6%	1.2%	6	-4	0
O=C(CNC(=O)c1ccc(S(=O)(=O)N2CCCC2)cc1)N/N=C/c1ccc(Cl)cc1Cl	0	-6%	-10	-16%	-16%	3.8%	-10	3	-2
Cc1ccc(Cl)cc1N1CCN(C(=O)CN2C(=O)c3cccc4cccc2c34)CC1	-24	-5%	-3	4%	0%	5.0%	1	-17	6
CC(OC(=O)CCN=C1NS(=O)(=O)c2ccccc21)C(=O)Nc1ccc(F)c(F)c1F (stereo not drawn)	0	-2%	-4	2%	-5%	-1.8%	-1	2	3
CNC(C)C(=O)NC(C(=O)N1CCCC1C(=O)NC1CCCc2ccccc21)C(C)C (stereo not drawn)	-1	-1%	0	1%	-2%	0.4%	-2	-2	3
CC1=C(C(=O)c2ccccc2)C(c2cccc([N+](=O)[O-])c2)NC(=S)N1 (stereo not drawn)	-2	2%	-10	1%	1%	-2.7%	-3	-4	1
Cn1c(N)c(S(=O)(=O)N2CCN(c3ccccc3Cl)CC2)c(=O)n(C)c1=O	7	-2%	5	0%	-2%	-0.1%	1	-5	2
O=C(Nc1ccc(Cl)cc1)OCc1cn(-c2ccccc2)nn1	-12	0%	-5	-4%	-3%	-0.5%	-13	-6	3
O=C(Cn1cnc2c(NCc3ccccc3)ncnc21)NCc1ccc2c(c1)OCO2	·	3%	-10	-20%	-4%	·	·	·	·
Cc1ccc(NC(=O)c2ccncc2)cc1[N+](=O)[O-]	10	-1%	-1	-3%	-3%	1.3%	·	-8	2
O=c1c2[nH]c3ccc(F)cc3c2ncn1C1CCCCC1	5	6%	-2	-6%	-1%	8.0%	11	1	4
CCc1ccc(C2=C(C)C(N3CCC(C(=O)Nc4ccc(F)cc4)CC3)=NS2(=O)=O)cc1	0	·	-7	·	·	0.9%	2	-6	0
Cc1ccc(C(C)NC(=O)c2cccnc2)cc1 (stereo not drawn)	·	-1%	-1	-13%	10%	·	·	·	·
Cc1[nH]n(-c2ccccc2)c(=O)c1/C=N/N1CCOCC1	7	1%	-4	-1%	-16%	1.4%	1	-7	2
CC1CC(=O)N(C)c2ccc([N+](=O)[O-])cc2N1 (stereo not drawn)	-13	-4%	-10	-1%	11%	3.2%	-3	1	1
COc1cc(C(=O)OC2CCOC2=O)c([N+](=O)[O-])cc1OC (stereo not drawn)	-7	0%	9	-1%	10%	0.9%	9	-3	2
O=C(Cn1cc(S(=O)(=O)Cc2ccccc2Cl)c2ccccc21)NCCc1ccccc1	-23	1%	-10	0%	-14%	1.1%	-11	11	1

Arranged by number of heavy atoms (highest first): five of the compounds above
SMILES	D1 antagonist	Glioma ERSR ind	LDHA block	Vif-A3G inh	Vif-A3F inh	RXFP1 ag	D2 potentiator	D1 potentiator	D1 agonist
O=C(Cn1cc(S(=O)(=O)Cc2ccccc2Cl)c2ccccc21)NCCc1ccccc1	-23	1%	-10	0%	-14%	1.1%	-11	11	1
O=C(Cn1cnc2c(NCc3ccccc3)ncnc21)NCc1ccc2c(c1)OCO2	·	3%	-10	-20%	-4%	·	·	·	·
O=c1c2[nH]c3ccc(F)cc3c2ncn1C1CCCCC1	5	6%	-2	-6%	-1%	8.0%	11	1	4
Cc1ccc(NC(=O)c2ccncc2)cc1[N+](=O)[O-]	10	-1%	-1	-3%	-3%	1.3%	·	-8	2
CC1CC(=O)N(C)c2ccc([N+](=O)[O-])cc2N1 (stereo not drawn)	-13	-4%	-10	-1%	11%	3.2%	-3	1	1

Only part of the results is shown; rates above refer to the full screens.
